High-throughput results (PubChem)
aSyn tox rescue: inhibitors of alpha-synuclein toxicity in yeast; Potency, µM (highest dose often 46.1 µM), inactives show top-dose growth rescue (activation), usual class: activators; 94,000 tested, 0.02% active; S. cerevisiae alpha-synuclein toxicity rescue, BacTiter-Glo growth, 24 h; active means well fitted activation curve with a large enough effect; inconclusive means small, poorly fitted or top-dose-only effect; further: 0% is about no effect
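Growth restoration measured by BacTiter-Glo luminescence after 24 hr at 30 deg C; alpha-synuclein yeast, raffinose-pregrown to mid-log, were added at OD600=0.02 in galactose medium onto pinned compounds.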
* = called active by the depositor; u = inconclusive; [ ] = dose if it differs, or a comment. Potency means the concentration at half of the fitted maximal effect. This is a subset, so the mix of outcomes need not match the whole.

| SMILES | aSyn tox rescue |
| --- | --- |
| CCC(C)C(=O)N[C@@H](c1ccccc1)[C@@H](O)C(=O)O[C@H]1C[C@@]2(O)[C@@H](OC(=O)c3ccccc3)C3[C@](C)(C(=O)[C@H](OC(C)=O)C(=C1C)C2(C)C)[C@@H](O)C[C@H]1OC[C@@]31OC(C)=O (stereo partly drawn) | 2% |
| CCC(=O)N1N=C2C3CCN(CC3)C2C1c1ccc(C)cc1 (stereo not drawn) | -11% |
| C[N+]12CCC(CC1)C(C(O)(c1cccc(Cl)c1)c1cccc(Cl)c1)C2 (stereo not drawn) | -3% |
| COc1ccc(OC)c(-n2c(O)c(/C=C3\C(C)=Nc4ccccc43)c(=O)[nH]c2=O)c1 | 8% |
| COc1ccc(-c2nc(CN3C(=O)CN=C(c4ccccc4)c4cc(Cl)ccc43)c(C)o2)cc1 | 1% |
| Cc1ccc2c(c1)C1CN(C)CCC1N2C(=O)Cn1nnc(-c2ccccc2F)n1 (stereo not drawn) | -2% |
| COc1ccc2[nH]c(C)c(CCN3CCC(=O)C(C)C3C)c2c1 (stereo not drawn) | -4% |
| CN(C)c1cccc2c(C#N)ccc(N(C)C)c12 | -4% |
| Cc1cc(C)c(S(=O)(=O)N2Cc3ccccc3-n3nncc3C2)c(C)c1 | 9% |
| O=C(NC1CCCCC1)Oc1cc2oc(=O)sc2cc1Cl | -11% |
| COc1ccc(CN2CCN(C(=O)COc3ccccc3)CC2)c(OC)c1 | -16% |
| CC(C)CN1CCN(Cc2cccc3c2OCO3)CC1CCO (stereo not drawn) | 8% |
| O=[N+]([O-])c1cc([As](=O)(O)c2ccc(O)c([N+](=O)[O-])c2)ccc1O | 0% |
| Cn1cc(C(=O)c2ccccc2)c2ccccc21 | -9% |
| CCC(C)n1c(O)c(/C=N/Nc2nc3c(c(=O)n(C)c(=O)n3C)n2C)c(=O)[nH]c1=S (stereo not drawn) | -5% |
| Cc1ccccc1CN1C(=O)CN=C(c2ccccc2)c2cc(Cl)ccc21 | 7% |
| N#CC1=C(N)Oc2c(c(=O)oc3ccccc23)C1c1ccc(OC(=O)N2CCOCC2)cc1 (stereo not drawn) | -8% |
| Cc1c(C(=O)C(=O)N2CCC3(CC2)OCCO3)c2ccccc2n1C | -10% |
| O=C(CN1CCN(c2ccccc2F)CC1)Nc1cccnc1Cl | 6% |
| CC1CCN(CC(=O)c2ccccc2Cl)CC1 | -7% |
| COc1ccc2c(c1)C1(C)CCN(C)CC(C1)C2O (stereo not drawn) | -3% |
| C[C@H]1CN([C@@H](C)CO)C(=O)CCCn2nncc2CO[C@H]1CN(C)C(=O)Oc1cccc2ccccc12 | 5% |
| c1ccc(C(OCCN2CCN(c3ncccn3)CC2)c2ccccc2)cc1 | 3% |
| O=C(N/N=C/c1c(O)n(Cc2ccco2)c(=O)[nH]c1=O)c1ccccc1O | -6% |

Filtered by structure: the entries above with an aryl methoxy group
| SMILES | aSyn tox rescue |
| --- | --- |
| COc1ccc(OC)c(-n2c(O)c(/C=C3\C(C)=Nc4ccccc43)c(=O)[nH]c2=O)c1 | 8% |
| COc1ccc(-c2nc(CN3C(=O)CN=C(c4ccccc4)c4cc(Cl)ccc43)c(C)o2)cc1 | 1% |
| COc1ccc2[nH]c(C)c(CCN3CCC(=O)C(C)C3C)c2c1 (stereo not drawn) | -4% |
| COc1ccc(CN2CCN(C(=O)COc3ccccc3)CC2)c(OC)c1 | -16% |
| COc1ccc2c(c1)C1(C)CCN(C)CC(C1)C2O (stereo not drawn) | -3% |

Remaining list, next part.
| SMILES | aSyn tox rescue |
| --- | --- |
| O=c1c2ccccc2nc(/C=C/c2ccccc2F)n1-c1cccc(O)c1 | -7% |
| OC(CNCCc1c[nH]c2ccccc12)c1ccccc1 (stereo not drawn) | -8% |
| CCC(CC)NC1CCCCC1OC (stereo not drawn) | -2% |
| Cc1cc(OCC(=O)N2CCN(CCc3ccncc3)CC2)ccc1Cl | -3% |
| CN1CC(C(=O)c2cccc(C(F)(F)F)c2)C(c2ccc(Cl)cc2)C1 (stereo not drawn) | 8% |
| CC(NCc1cccc(Cl)c1Cl)C(O)c1ccccc1 (stereo not drawn) | -11% |
| Cc1cc(/C=C2\C(=O)NC(=O)N(Cc3ccco3)C2=O)c(C)n1-c1ccc(C(=O)O)cc1 | 8% |
| COc1nc(NCC2CCCO2)nc(N2CC3CC(C2)c2cccc(=O)n2C3)n1 (stereo not drawn) | -2% |
| CCOP(=O)(OCC)/C(C#N)=C/c1ccc(Br)cc1 | u |
| COC(=O)C1=C(c2ccc(OCc3ccccc3)cc2)C[C@@H]2CC[C@H]1N2C(=O)NCc1ccc2[nH]ccc2c1 | 12% |
| CC(=O)Nc1cccc([As](=O)(c2cccc(NC(C)=O)c2)c2cccc(NC(C)=O)c2)c1 | -8% |
| CC(C)c1ccc(NC(=O)CN2C(=O)CN=C(c3ccccc3)c3ccccc32)cc1 | 7% |
| O=C1CC(N2CC2)C(=O)N1c1ccccc1 (stereo not drawn) | 10% |
| CCc1ccc(CN2CCN(Cc3ccc(SC)cc3)CC2)cc1 | 11% |
| O=C1NC(=O)N(c2ccc3c(c2)OCO3)C(=O)/C1=C\c1ccc(-c2ccccc2C(=O)O)o1 | -15% |
| O=C1NC(=S)NC(=O)C1=Cc1cccc2cc3ccccc3cc12 | 9% |
| C[C@H](CO)N1C[C@H](C)[C@H](CN(C)C(=O)Oc2cccc3ccccc23)OCc2cnnn2CCCC1=O | -3% |
| Cc1cc(C)cc(N2C(=O)/C(=C\c3ccc(N4CCN(C)CC4)o3)C(=O)NC2=S)c1 | -12% |
| CN(C)CCNC(=O)c1cccn(Cc2cc(C(F)(F)F)cc(C(F)(F)F)c2)c1=O | -9% |
| COc1cc2c(cc1OC)C(C(=O)NC(C)C)C1CCCCN1C2=O (stereo not drawn) | 7% |
| Nc1c(C(=O)NCC2CCCO2)c2nc3ccccc3nc2n1Cc1ccco1 (stereo not drawn) | -8% |
| Cc1ccnc(NS(=O)(=O)c2ccc(N=Cc3c(O)n(C)c(=O)n(C)c3=O)cc2)n1 | -7% |
| CC(=O)OC1(C)CC(C)C(=O)C(C(O)CC2CC(=O)NC(=O)C2)C1 (stereo not drawn) | -9% |
| CC1CC(OC(=O)c2ccccc2)(c2ccccc2)C(C)CN1C (stereo not drawn) | 1% |
| C=CCN1C(=O)NC(=O)C(CCc2ccncc2)(CCc2ccncc2)C1=O | -8% |
| COc1cc(O)c(C(=O)O)c(-c2cc(O)c(O)cc2C)c1 | -1% |
| O=C(Nc1ccc2c(c1)OCO2)c1cccn(Cc2ccc(F)cc2)c1=O | -2% |
| CCCCNC(=O)CN1C(=O)CN=C(c2ccccc2)c2ccccc21 | -6% |
| O=c1[nH]c(=O)n(-c2ccc(F)cc2)c(O)c1C=NCCN1CCCCC1 | 7% |
| O=C(Nc1ccc2c(c1)OCO2)c1cccn(Cc2cccc([N+](=O)[O-])c2)c1=O | -9% |
| COc1ccc(-c2nc(CN3C(=O)CN=C(c4ccccc4)c4ccccc43)c(C)o2)cc1 | -26% |
| CCN(CC)CCN=Cc1c(O)n(Cc2ccccc2)c(=O)[nH]c1=O | -8% |
| FC(F)(F)c1ccc(CN2CCNCC2)cc1 | -10% |
| COC(=O)N1C(c2ccccc2)C1c1ccccc1 (stereo not drawn) | 8% |
| CC(=O)NS(=O)(=O)c1ccc(NC(=O)c2cccn(Cc3ccc(Cl)cc3)c2=O)cc1 | 2% |
| O=C(/C=C/c1ccccc1)N1Cc2ccccc2-n2nncc2C1 | 2% |
| O=C(Nc1ccon1)c1cccn(Cc2ccccc2)c1=O | -5% |
| CC1CN2C(=O)C1(c1ccccc1)C(=O)NC2=S (stereo not drawn) | 1% |
| O=C(N/N=C/c1c(O)n(CCc2ccccc2)c(=O)[nH]c1=O)c1ccccc1O | -1% |
| NC(N)=N/N=C/c1ccc(N(c2ccccc2)c2ccccc2)cc1 | -30%[inhibitor] |
| COc1c2c(cc3c1OCO3)CC[N+](C)=C2 | -4% |
| O=C1/C(=C\c2ccccc2)C2OCC=C3CN4CCC56c7ccccc7N1C5C2C3CC46 (stereo not drawn) | 11% |
| O=c1c2ccccc2nc(/C=C\c2ccc(F)cc2)n1-c1ccccc1F | 4% |
| C=CCOC(=O)N1Cc2ccccc2-n2nncc2C1 | -5% |
| Cc1ccccc1-n1nc(C)c2c1NC(=O)CSC2c1ccc(N(C)C)cc1 (stereo not drawn) | 1% |
| CN1CC=C(c2c[nH]c3ccccc23)CC1 | 1% |
| COc1cc(/C=C/c2nc3ccccc3c(=O)n2-c2cccc(O)c2)ccc1O | -3% |
| CN(C)c1ccc(NC(=O)c2sc3nc4c(cc3c2N)N2CCC4CC2)cc1 | 7% |
| COc1ccc(OC)c(-n2c(O)c(/C=C3\C=Nc4ccccc43)c(=O)[nH]c2=O)c1 | 2% |
| CCN(CC)C(=O)c1ccc(NC(=O)CCn2nc(-c3ccc(Cl)cc3)c3ccccc3c2=O)cc1 | -2% |
| Oc1ccc2ccccc2c1CN1CC=C(c2ccccc2)CC1 | 8% |
| CCC(C)n1c(O)c(/C=N/N2CCOCC2)c(=O)[nH]c1=S (stereo not drawn) | -18% |
| CCN(CC)c1ccc(/C=C2\C(=O)NC(=S)N(C)C2=O)o1 | -10% |
| Cc1ccccc1NC(=O)N1Cc2ccccc2-n2nncc2C1 | -3% |
| Fc1cccc(F)c1-c1nc(-c2ccc(Cl)cc2)no1 | -13% |
| CNC(=O)O/N=C(\N)Cc1csc2ccccc12 | -13% |
| COc1ccc(-n2nc(C(=O)NCC(=O)N3CCC4(CC3)OCCO4)c3ccccc3c2=O)cc1Cl | 8% |
| COc1ccc(-n2c(=S)[nH]c3ccc(C)cc3c2=O)cc1 | 3% |
| CSc1nc2ccc(C)cc2c(=O)n1-c1cccnc1 | 15% |
| O=C(c1cccn2c(=O)c3ccc(Cl)cc3nc12)N1CCC2(CC1)OCCO2 | -1% |

Other results follow.
| SMILES | aSyn tox rescue |
| --- | --- |
| O=C(Nc1ccc2c(c1)OCCO2)c1cccn(Cc2ccccc2)c1=O | -13% |
| O=C(Nc1ccc(Cl)cc1C(=O)c1ccccc1)c1ccccc1Br | -4% |
| Cc1ccc(NC(=O)c2cccn(Cc3ccccc3C)c2=O)c(C)c1 | -1% |
| CCc1ccc(-n2nc(C)c3c2NC(=O)CSC3c2ccc(C(=O)OC)cc2)cc1 (stereo not drawn) | 3% |
| CCN1C(=O)c2ccccc2Sc2ccc(C(=O)N3CCC4(CC3)OCCO4)cc21 | -4% |
| COc1cc(CNCCc2c[nH]c3ccccc23)cc(OC)c1OC | -7% |
| COc1cc2c(c(OC)c1)C(=O)OC(C)CCCC(=O)CCCCC2 (stereo not drawn) | 2% |
| O=C(Nc1ccccc1C(F)(F)F)c1cccn(Cc2ccccc2)c1=O | 3% |
| CCN1C(=O)NC(=O)/C(=C\c2cn(CC(=O)N3CCCC3)c3ccccc23)C1=O | -1% |
| COc1ccc(NC(=O)CCc2nc(C3=CCN(Cc4cccc(Cl)c4)CC3)no2)cc1OC | -3% |
| O=C(Nc1ccon1)c1cccn(Cc2cccc([N+](=O)[O-])c2)c1=O | -11% |
| O=C1CN=C(c2ccccc2Cl)c2cc(Cl)ccc2N1Cc1cccc(Cl)c1 | u |
| O=C(/C=C/c1ccc(Cl)cc1)NC(=S)N1C[C@H]2C[C@H](C1)c1cccc(=O)n1C2 | 0% |
| Cc1cccc(NC(=O)Cn2cc(C(=O)c3ccccc3)c3ccccc32)c1C | 1% |
| CC/C=C/CC(=O)N[C@@H](c1ccccc1)[C@@H](O)C(=O)O[C@H]1C[C@@]2(O)[C@@H](OC(=O)c3ccccc3)C3[C@](C)(C(=O)[C@H](OC(C)=O)C(=C1C)C2(C)C)[C@@H](O)C[C@H]1OC[C@@]31OC(C)=O (stereo partly drawn) | 3% |
| O=C(COc1ccccc1[N+](=O)[O-])N1CCN(CCc2ccncc2)CC1 | 2% |
| O=C1/C(=C/c2cccnc2)N2CCC1CC2 | 2% |
| CC(C)(C)C(=O)OC[N+](C)(C)CCOC(=O)C(O)(c1ccccc1)C1CCCC1 (stereo not drawn) | 1% |
| C[C@@H]1CN([C@H](C)CO)C(=O)CCCn2nncc2CO[C@@H]1CN(C)C(=O)Oc1ccccc1 | -12% |
| CC(C)Cc1nc2cccnc2n1C1CCNCC1 | 1% |
| Cc1ccccc1-c1nc(CN2C(=O)CN=C(c3ccccc3)c3ccccc32)c(C)o1 | -36%[inhibitor] |
| Cn1c(=O)n(C)c2cc(CNCCc3ccccc3F)ccc21 | -2% |
| Cc1c(CC(=O)N2C[C@H]3C[C@@H](C2)c2cccc(=O)n2C3)c(=O)oc2c(C)c(O)ccc12 | 1% |
| C=CCn1c(O)c(C(CC)=Nc2cccc(C(=O)O)c2)c(=O)[nH]c1=O | -1% |
| CC(=NCC1CCCO1)c1c(O)n(-c2ccccc2C)c(=O)[nH]c1=O (stereo not drawn) | -41%[inhibitor] |
| CC(C)(C)P(=O)(NCc1ccccc1)c1ccccc1 (stereo not drawn) | 1% |
| O=C(COC(=O)Cc1ccccc1)Nc1cc(S(=O)(=O)N2CCCCC2)ccc1Cl | -2% |
| O=C(NCC1=C(c2cccc3ccccc23)C[C@@H]2CC[C@H]1N2Cc1ccco1)c1cccnc1 | 8% |
| CN1CCN(c2oc(-c3ccc(COc4ccccc4)o3)nc2C#N)CC1 | 2% |
| O=C(Nc1ccccc1)c1cccn(Cc2ccccc2)c1=O | -5% |
| COc1ccc(CC2NCC(O)C2OC(C)=O)cc1 (stereo not drawn) | 1% |
| O=C(O)C(Cc1cnc[nH]1)NS(=O)(=O)c1ccc(Br)cc1 (stereo not drawn) | -3% |
| CCCOc1ccc(C2SCC(=O)Nc3c2c(C)nn3-c2cccc(C)c2)cc1OC (stereo not drawn) | 6% |
| COc1ccc(-n2c(-c3ccccc3F)nc3ccccc3c2=O)cc1 | -14% |
| COc1cc(CN=C(C)c2c(O)n(C3CCCCC3)c(=O)[nH]c2=O)cc(OC)c1 | -2% |
| COc1cccc(CN2CCN(c3ccc(F)cc3)CC2)c1OC | -5% |
| CN1C(=O)N(C)C(=O)C2(Cc3ccccc3N3CCCC32)C1=O (stereo not drawn) | -16% |
| C/C(=N\NP(=S)(c1ccccc1)c1ccccc1)c1ccc(O)cc1O | -15% |
